Assay outcomes (PubChem)
MmCpn inh: blocks the Methanococcus maripaludis chaperonin Mm-Cpn; purified Mm-Cpn ATPase, ADP Transcreener TR-FRET; Potency, µM (top dose mostly 76.9 µM), without a hit: at the top dose activity, negative = inhibition, most hits filed as inhibitors; 0.031% of 330,000 active; further: potency means the concentration at half of the fitted maximal effect; on the % scale 0 is the no-effect control and ±100 the full control effect; nearly all actives have a fitted effect of over 80% in size
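ATPase turnover read by TR-FRET ADP competition (Eu cryptate antibody/ADP-d2, 665/590 nm): 10uM ATP final, 25nM Mm-CPN final, 30 min 37degC after 10-min compound preincubation, pH 7.4 Tris/KCl/MgCl2/DTT buffer.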
PI5P4K alpha inh: inhibitors of human PI5P4K alpha; PI5P4Kalpha enzyme, ADP-Glo luminescence, 60 min; hits give low values; max response, %; 1.2% of 330,000 active; active means max response of -50% or lower; inconclusive means between -30% and -50%; inactive means -30% or higher; further: value at the top dose of about 77 µM; on the % scale 0 is the no-effect control and ±100 the full control effect
Target sequence (P48426 whole entry, looked up): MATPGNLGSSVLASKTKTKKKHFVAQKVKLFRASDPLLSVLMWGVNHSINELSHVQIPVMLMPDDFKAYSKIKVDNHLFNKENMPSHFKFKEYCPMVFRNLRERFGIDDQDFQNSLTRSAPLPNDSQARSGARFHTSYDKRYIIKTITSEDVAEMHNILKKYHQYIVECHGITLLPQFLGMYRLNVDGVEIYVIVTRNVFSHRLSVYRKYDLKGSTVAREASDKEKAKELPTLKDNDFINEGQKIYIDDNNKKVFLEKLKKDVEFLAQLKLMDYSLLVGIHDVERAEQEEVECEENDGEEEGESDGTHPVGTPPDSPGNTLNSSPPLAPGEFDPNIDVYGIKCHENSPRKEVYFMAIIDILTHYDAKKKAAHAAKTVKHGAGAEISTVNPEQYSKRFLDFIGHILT
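Enzyme plus substrate dispensed, test compounds pinned in, then ATP (5 microM final) added. After 60 min at RT, ADP-Glo reagent 1 for 45 min and reagent 2 for 30 min preceded luminescence imaging.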
EPAC1 ag: activates human EPAC1 exchange factor; O95398; EPAC1 agonist qHTS, biochemical assay; response scale: 100% = response to 6.5 mM cAMP; Potency, µM (series often up to 154 µM), inactives show at the top dose activation, actives largely listed as activators; 0.073% of 360,000 active; AID 720707; further: potency means the concentration at half of the fitted maximal effect; nearly all actives have a fitted effect of over 60% in size
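Normalized to 6.5 mM cAMP, activity reflects EPAC1-catalysed release of BODIPY-GDP from Rap1B, followed kinetically over 30 min at 480 nm excitation, 540 nm emission. Reaction contained 100 nM EPAC1, 250 nM Rap1B-BODIPY-GDP, 50 uM GDP.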
EPAC1 antag: antagonists of human EPAC1; EPAC1 GEF assay, Rap1b-BODIPY-GDP exchange fluorescence; Potency, µM (titrated, usually from 115 µM), without a hit: at the top dose activity change, negative = inhibition, actives largely listed as inhibitors; 0.14% of 360,000 active; AID 720709;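 further: potency means the concentration at half of the fitted maximal effect; plate controls were vehicle for no effect and positive control for full effect; nearly all actives have a fitted effect of over 50% in size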
PLK1 PBD inh: inhibitors of human PLK1 polo-box domain binding; P53350; Plk1 PBD binding of FITC phosphopeptide, fluorescence polarization; Potency, µM, for inactives: max response, negative = inhibition, hits mostly inhibitors; 2.8% of 360,000 active; further: potency means the concentration at half of the fitted maximal effect; series mostly up to about 57 µM; on the % scale 0 is the no-effect control and ±100 the full control effect; nearly all actives have a fitted effect of over 65% in size
Target sequence (P53350 whole entry, looked up, the tested form may be a part): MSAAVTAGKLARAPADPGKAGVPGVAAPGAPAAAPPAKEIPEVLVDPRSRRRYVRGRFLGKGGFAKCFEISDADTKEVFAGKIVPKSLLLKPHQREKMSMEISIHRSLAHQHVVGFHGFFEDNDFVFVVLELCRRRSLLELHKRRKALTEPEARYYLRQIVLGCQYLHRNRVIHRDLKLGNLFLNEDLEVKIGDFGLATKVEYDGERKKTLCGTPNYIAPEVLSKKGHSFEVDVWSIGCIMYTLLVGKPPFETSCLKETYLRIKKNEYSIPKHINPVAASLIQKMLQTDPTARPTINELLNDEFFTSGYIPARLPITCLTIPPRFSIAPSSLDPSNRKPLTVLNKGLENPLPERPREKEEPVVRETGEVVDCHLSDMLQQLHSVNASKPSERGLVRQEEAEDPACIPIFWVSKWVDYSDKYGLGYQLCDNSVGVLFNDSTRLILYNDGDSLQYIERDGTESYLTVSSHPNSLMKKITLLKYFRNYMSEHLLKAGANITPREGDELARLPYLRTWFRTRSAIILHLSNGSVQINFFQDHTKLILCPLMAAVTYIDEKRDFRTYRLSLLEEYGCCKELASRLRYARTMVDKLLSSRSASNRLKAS
EPAC2 antag: EPAC2 (human) antagonism; EPAC2 GEF exchange of Rap1B-BODIPY-GDP, fluorescence; Potency, µM (doses to about 114 µM), for inactives: at the highest dose activity, negative = inhibition, hits mostly inhibitors; 0.18% of 360,000 active; AID 720708; further: potency means the concentration at half of the fitted maximal effect; on the % scale 0 is the no-effect control and ±100 the full control effect; nearly all actives have a fitted effect of over 45% in size; many of its hits are not listed in these tables
CCT modulator: cytosolic chaperonin activity modulation. purified chaperonin ATPase assay, HTRF ADP detection, 30 min. activity change, % (concentration not given with the values), hits read low. 0.3% of 360,000 active. AID 651819; in the data active means activity change below about -30%; further: on the % scale 0 is the no-effect control and ±100 the full control effect
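ATPase activity: ADP formed was measured by HTRF Transcreener (665/615 nm ratio) after 30 min at 37 deg C with 10 uM ATP. Compounds screened at one 76 uM concentration against 40 or 20 nM TRiC in Tris pH 7.4/KCl/MgCl2/DTT buffer.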
WRN helicase inh: WRN helicase (human) inhibition. Q14191. WRN helicase unwinding, fluorescent forked duplex, kinetic. Potency, µM (top dose mostly 114 µM), inactives show top-dose activity change, negative = inhibition, usual class: inhibitors. 0.46% of 360,000 active. AID 651768; further: potency means the concentration at half of the fitted maximal effect; on the % scale 0 is the no-effect control and ±100 the full control effect; nearly all actives have a fitted effect of over 55% in size
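Screening of the MLSMR collection measured strand separation of a quenched forked DNA duplex (100 nM) by 20 nM WRN with 2 mM ATP, all final. Compounds were preincubated with enzyme 15 min at room temperature.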
Starred values were filed as active, the others as inactive; ? = inconclusive; nt = not tested or not shown; [ ] = remark or other dose. Unless noted, the call rests on the fitted dose curve; in most records, active means well fitted curve in the direction sought with a large enough effect; inconclusive means small, poorly fitted or top-dose-only effect, or another doubt; inactive means no such curve, though single readings can be large; an effect the other way counts as inactive or inconclusive. An excerpt; the hit share may differ from the screen's.

SMILES	MmCpn inh	PI5P4K alpha inh	EPAC1 ag	EPAC1 antag	PLK1 PBD inh	EPAC2 antag	CCT modulator	WRN helicase inh
C=CC[C@@H](CC(=O)NCCO)C(=O)N[C@@H](COC(=O)[C@@H](CC=C)Cc1ccc(F)cc1)Cc1c[nH]c2ccccc12	-0.8%	3.1	-11.7%	-4.6%	-5.6%	-2.8%	-0.6	-6.1%
Nc1nc(SCC(=O)Nc2cccc(F)c2)n[nH]1	1.4%	9.6	0.9%	-3.8%	-5.1%	2.7%	-0.1	-6.8%
CCc1ccc(C2=NNC(=Nc3cccc(S(=O)(=O)N(C)C)c3)SC2)cc1	-1.1%	?	7.6%	3.6%	-3.5%	-6.1%	0.1	-7.4%
CCCCSC1(SCCCC)N=C(N)C2(C#N)C(c3ccccc3)NC(C)=C(C)C12C#N (stereo not given)	-0.1%	-5.4	-11.0%	17.5%	-11.0%	10.4%	1.7	-9.2%[57.1 µM]
O=C(NCc1ccccc1)C(c1ccc(F)cc1)N(C(=O)c1csnn1)C1CC1 (stereo not given)	0.1%	2.8	-1.2%	-8.3%	-5.8%	3.3%	0.9	-10.6%
O=C(CCNC(=O)c1ccc(Cl)cc1)NNC(=O)c1ccc(F)cc1	2.0%	2.3	7.9%	-7.0%	1.4%	1.5%	-2.2	2.8%
Cc1ccc(C(CNS(=O)(=O)c2ccc(F)cc2)N2CCN(C)CC2)cc1 (stereo not given)	0.1%	2.5	-5.7%	9.7%	-4.1%	16.7%	-1.0	3.5%
CC(C)CNC(=S)N1CCC(Cc2ccccc2)CC1	1.9%	-4.9	14.2%	-5.0%	1.3%	-12.1%	1.6	-8.3%
O=c1cc(CSc2ccc(Cl)cc2)nc(-c2ccccc2)[nH]1	-0.5%	3.1	-10.3%	-15.4%	-10.9%	-1.7%	-1.7	17.2%
Cc1nn(Cc2ccccc2)c(Cl)c1C(=O)OC(C)C#N (stereo not given)	-0.8%	-4.3	8.6%	-16.4%	-1.5%	-8.0%	0.7	-3.9%
CCCCCCC(=O)N(O)C1CC(=O)N(Cc2ccccc2)C1=O (stereo not given)	-1.4%[15.4 µM]	nt	-5.2%	1.2%	-7.9%	8.7%	0.3	-4.8%
O=C(N/N=C1\CCCc2ccccc21)c1cccc([N+](=O)[O-])c1	-14.6%	nt	4.9%	-4.9%	-1.9%	9.6%	1.5	-11.7%
Cc1noc(C)c1CSCC(=O)OCC(=O)NC1CCCCC1	-0.1%	0.3	0.4%	4.8%	-8.4%	9.1%	0.1	3.5%
O=C(Oc1cccc(C(=S)N2CCOCC2)c1)c1cc([N+](=O)[O-])cc([N+](=O)[O-])c1	1.0%	2.3	1.2%	-17.1%	?	-14.5%	-2.0	-10.0%
CCSc1nnc(NC(=O)[C@@H](NC(=O)c2ccccc2)C(C)C)s1	0.5%	-4.1	-3.2%	-4.0%	3.0%	15.4%	0.9	-1.0%
O=c1[nH]nc(SCCS(=O)(=O)c2ccc(F)cc2)n1-c1ccccc1	2.3%	0.1	-0.5%	-16.4%	-2.8%	2.2%	-1.7	0.5%
CCCN(CCC)CC(=O)NCC1(c2ccccc2)CCOCC1	0.3%	3.4	-2.4%	6.2%	-9.0%	-3.4%	-0.3	-5.2%
Cc1nc(-c2cc(-c3nc(-c4ccc(C(F)(F)F)cc4)no3)no2)cs1	-0.8%	5.7	3.7%	5.1%	2.2%	11.1%	-3.3	-25.1%
CNc1nnc(Sc2ncccc2[N+](=O)[O-])s1	0.0%	-9.1	5.8%	-8.8%	15µM*	5.4%	-2.1	-6.3%
Cc1ccc(S(=O)(=O)N2C[C@@H]3[C@H]4CC[C@H](C4)[C@@H]3[C@@H](C)[C@H]2C#N)cc1	5.0%	1.0	10.2%	-6.3%	-4.5%	-16.3%	0.9	-1.6%
COCCn1c(SCC(=O)Nc2ccc(Cl)c(S(=O)(=O)N(C)C)c2)nc2ccccc21	-0.8%	-0.8	0.0%	0.0%	-5.1%	-2.1%	-0.4	-2.5%
CCCc1nc2ccccc2c(C(=O)OCC(=O)Nc2cccc(S(=O)(=O)N3CCOCC3)c2)c1CC	-2.6%	8.5	22.8%	?	-15.5%	-22.1%	-0.4	-11.5%
CC(=O)N1CCN(S(=O)(=O)c2cccc(C(=O)NC3CCC(C)CC3)c2)CC1 (stereo not given)	-1.1%	-6.8	-8.4%	-17.5%	-12.5%	0.8%	-2.5	-27.1%
COc1ccc(C(=O)NC(=S)N2CCCCC2)cc1	-0.5%	nt	6.6%	-13.6%	-29.3%	-8.3%	1.2	-10.9%
COc1ccc(NC(=O)C(=O)N2N=C(C(C)C)CC2(O)C(F)(F)F)cc1 (stereo not given)	-0.4%	nt	-7.6%	12.2%	0.0%	15.1%	-1.0	-14.2%
O=S(=O)(c1ccc(-c2nnc(SCc3ccccc3)o2)cc1)N1CCCC1	0.0%	3.4	5.8%	9.3%	-6.8%	-3.5%[57.1 µM]	-3.3	5.9%
CS(=O)(=O)c1ccc(Oc2ccc(-c3nnco3)cc2)c([N+](=O)[O-])c1	3.2%	1.4	-3.2%	6.9%	-1.2%	10.3%	1.1	4.7%
Cc1c(NC(=O)c2ccccc2)c(=O)n(-c2ccccc2)n1C	0.5%	7.9	0.3%	-2.8%	-3.2%	11.3%	-8.2	2.6%
COc1ccc(CCNC(=O)COC(=O)/C=C/c2cccc(F)c2)cc1	-0.8%	1.8	-5.3%	-9.5%	-3.1%	-0.6%	1.7	-24.1%
Nc1nnc(SCc2coc(-c3ccc(Cl)cc3)n2)s1	0.1%	2.4	1.0%	-2.8%	-0.2%	-2.6%	-0.3	-8.5%
CNc1cc(-c2ccc(OC)c(OC)c2)ncn1	nt	2.4	-13.2%	1.7%	2.0%	1.0%	0.2	4.0%
CC(C)c1ccc(NC(=O)C2C3C=CC4(CN(Cc5cccnc5)C(=O)C24)O3)cc1 (stereo not given)	1.4%	-0.5	-11.6%	-18.8%	-12.2%	6.0%	-4.2	2.5%
Cc1cc(=O)[nH]c2cc(O)ccc12	-6.6%	nt	5.5%	4.3%	-1.1%	3.5%	0.1	-7.5%
O=C(C1=C[C@H](c2csc3ccccc23)C[C@H](OCCCCO)O1)N1CCN(Cc2ccc3c(c2)OCO3)CC1	nt	13.8	4.9%	-12.7%	5.6%	10.5%	-1.0	-5.0%
COc1ccc(NC(=O)CN(C)C(=O)CNC(=O)C2CCCCC2)cc1	2.0%	17.8	-28.7%	-3.3%	-9.0%	-3.4%	-1.9	-10.4%
Cc1ccccc1NC(=O)CN1CCN(C)CC1	1.5%	1.5	-3.4%	8.1%	3.6%	1.4%	0.2	-3.9%
COc1ccccc1C(CCNS(=O)(=O)c1ccc(C)cc1)c1ccco1 (stereo not given)	0.2%	2.1	14.2%	-15.4%	-10.6%	-13.7%[57.1 µM]	1.3	-4.4%
O=C(NCc1cccnc1)c1ccc(S(=O)(=O)N2CCOCC2)cc1	1.3%	nt	2.0%	-2.2%	-6.6%	11.7%	-1.4	-0.2%
COc1cc(-c2nc(-c3cccnc3)no2)cc(OC)c1OC	0.9%	-3.1	-10.0%	-0.5%	1.7%	11.6%	0.0	11.9%
CC(=O)Nc1ccc(NS(=O)(=O)C(F)(F)F)cc1	-3.5%	-19.2	5.9%	10.4%	-6.6%	1.1%	0.0	1.4%
CSc1cccc(NC(=O)CSc2ncccc2C(=O)Oc2cccc([N+](=O)[O-])c2)c1	-1.5%	-10.0	12.0%	7.5%	-5.2%	3.1%	-3.8	25.9%
NC(=O)[C@H]1CC2(CC(c3cccc(NC(=O)[C@H]4CCC(=O)N4)c3)=NO2)CN1C(=O)c1ccccc1 (stereo not given in full)	-14.6%	-3.8	-2.5%	?	-26.3%	10.9%	0.4	-6.7%[11.6 µM]
COCc1c(C(=O)OCC(=O)N2c3ccccc3CC2C)oc2ccccc12 (stereo not given)	0.2%	-1.1	5.0%	-1.9%	-2.8%	-2.7%	-1.0	-3.9%
N#CCSc1nc2ccc(N3CCCCC3)cc2c(=O)n1Cc1ccccc1	-10.4%	nt	11.6%	-1.0%	-15.3%	-2.4%	0.3	-23.5%
CCN(CC)c1ccc(C(=O)OCC(=O)c2ccco2)cc1	-1.2%	-10.1	1.9%	-1.1%	-1.7%	-6.4%	-3.2	2.1%
COc1ccc(/C=N/NC(=O)c2cccc(NC(=O)c3ccc(Cl)cc3)c2)c(OC)c1	-10.0%	5.9	16.5%	?	-0.6%	-7.1%	1.1	-17.7%
O=C(COC(=O)/C=C/c1ccccc1)NC1CC1	0.6%	3.7	12.8%	7.1%	-10.1%	4.1%	0.0	-2.0%
Nn1c(=O)[nH]c2c([nH]c3ccccc32)c1=O	-6.8%	3.6	2.4%	-1.3%	-4.8%	2.6%	-3.4	-2.2%
NC(=O)CSc1ncnc2c1cnn2Cc1ccccc1	-0.8%	nt	-0.8%	9.9%	-6.6%	-3.7%	-2.7	8.7%
Cc1cccc(C(=O)NC2CC(C)(C)NC(C)(C)C2)c1	1.2%	-3.7	1.2%	0.0%	3.8%	-2.8%[57.1 µM]	-0.3	5.0%
Cc1cc(S(=O)(=O)NCc2ccccc2)ccc1OCC(=O)NCC1CCCO1 (stereo not given)	0.3%	-0.1	5.5%	-26.3%	-6.0%	7.5%	1.9	-0.4%
Cc1cc(C)cc(C(=O)NC(CC(N)=O)c2ccc(NC3CCCCCCCCCCC3)c([N+](=O)[O-])c2)c1 (stereo not given)	0.8%	0.5	2.2%	-2.1%	-0.2%	-22.1%	1.5	3.3%
Cc1cc(NC(=O)Nc2ccc(Cl)cc2)n(C)n1	3.6%	5.2	14.7%	5.4%	1.6%	0.9%	-1.4	-2.3%[57.1 µM]

Structures above that have a furan ring, fused or not:
SMILES	MmCpn inh	PI5P4K alpha inh	EPAC1 ag	EPAC1 antag	PLK1 PBD inh	EPAC2 antag	CCT modulator	WRN helicase inh
COc1ccccc1C(CCNS(=O)(=O)c1ccc(C)cc1)c1ccco1 (stereo not given)	0.2%	2.1	14.2%	-15.4%	-10.6%	-13.7%[57.1 µM]	1.3	-4.4%
COCc1c(C(=O)OCC(=O)N2c3ccccc3CC2C)oc2ccccc12 (stereo not given)	0.2%	-1.1	5.0%	-1.9%	-2.8%	-2.7%	-1.0	-3.9%
CCN(CC)c1ccc(C(=O)OCC(=O)c2ccco2)cc1	-1.2%	-10.1	1.9%	-1.1%	-1.7%	-6.4%	-3.2	2.1%
